Apoferritin bind: candidate novel general anesthetic via apoferritin binding; hit rate 0.074% among 350,000; apoferritin/1-aminoanthracene competitive binding, fluorescence; Potency, µM (top dose mostly 77.5 µM), inactives show top-dose activity change, negative = displacement, usual class: inhibitors; P02791; note: potency is the fitted concentration of half-maximal effect; % is set by controls: 0 for no effect and ±100 for the full control effect; nearly all actives have a fitted effect of over 20% in size
Target sequence (P02791 2-175 limits assumed): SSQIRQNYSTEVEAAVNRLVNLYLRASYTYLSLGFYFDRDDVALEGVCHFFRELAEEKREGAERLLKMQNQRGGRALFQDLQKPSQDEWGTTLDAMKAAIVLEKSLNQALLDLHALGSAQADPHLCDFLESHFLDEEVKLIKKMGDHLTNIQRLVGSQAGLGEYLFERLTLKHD
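In PBS, apoferritin at 10 uM is loaded with 1-AMA from a 50% saturated solution. After 10 min of compound exposure at ambient temperature, reduced 535 nm fluorescence indicates probe displacement.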
BLM inh: blocks DNA unwinding by human BLM helicase; hit rate 0.2% among 350,000; Potency, µM (top dose mostly 56.1 µM), for inactives: at the top dose activity change, negative = inhibition, hits mostly inhibitors; recombinant BLM DNA unwinding, fluorescence dequenching;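 note: potency is the fitted concentration of half-maximal effect; plate controls were vehicle for no effect and no enzyme for full effect; nearly all actives have a fitted effect of over 35% in size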
TRHR ag: TRH receptor (human) agonism; P34981; TRHR cells, calcium flux fluo-8, FDSS agonist mode; activation, % at 2 µM; hit rate 0.18% among 360,000; in the data active = activation above about 30%; note: 0% is about no effect
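Fluo-8-loaded TRHR cells; 10 s baseline, compound added, kinetic Ca2+ fluorescence read 1/s, agonist mode.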
Pol beta inh: DNA polymerase beta (human) inhibition; Pol beta primer extension/strand displacement, fluorescence kinetic; Potency, µM (highest dose often 114 µM), for the others: at the highest dose activity change, negative = inhibition, actives largely listed as inhibitors; hit rate 1.3% among 340,000; AID 485314; note: potency is the fitted concentration of half-maximal effect; % is set by controls: 0 for no effect and ±100 for the full control effect
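Human Pol beta at 10 nM; strand-displacement substrate 50 nM final. Compound exposure 15 min at room temperature before start, reaction 10 min at room temperature.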
12-LOX inh: blocks human arachidonate 12S-lipoxygenase; Potency, µM (titrated, usually from 108 µM), for the others: at the top dose activity change, negative = inhibition, hits mostly inhibitors; purified 12hLO, xylenol orange hydroperoxide absorbance; AID 1671190; hit rate 1.1% among 580,000; note: potency is the fitted concentration of half-maximal effect; % is set by controls: 0 for no effect and ±100 for the full control effect
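Purified human 12hLO at 150 nM in 25 mM Hepes, 0.01% Triton X-100, pH 7.0, preincubated 15 min at room temperature with compound. Reaction started with 40 uM arachidonic acid, 30 min at room temperature. Hydroperoxide measured by Fe-xylenol orange, 573/405 nm absorbance ratio.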
ERG-DNA inh: ERG Ets/DNA interaction inhibition | P11308 | fluorescence polarization, His-ERG Ets domain / labelled DNA | Potency, µM (doses to about 76.9 µM), without a hit: at the top dose FP activity, negative = inhibition, actives largely listed as inhibitors | hit rate 0.028% among 370,000; active = well fitted inhibition curve with a large enough effect in the polarisation, with a control signal flat; inconclusive = small, poorly fitted or top-dose-only effect, or effect the other way, or a change in a side signal; inactive = no such curve, though single readings can be large or run the other way; the % refers to the polarisation;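 note: polarization taken with two DNA probes labelled with fluorescein and Texas red; potency is the fitted concentration of half-maximal effect; % of control where 0% means no effect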
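His-tagged ERG Ets domain (1 uM in the protein solution; 300mM KCl, 50mM Tris-HCl, 1mM EDTA, 1mM DTT, pH 7.5) received compound, then a probe mix of 5 nM fluorescein-DNA and 100nM Texas-615-DNA. Fluorescence polarization was read for both dyes.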
POLK inh: blocks human DNA polymerase kappa activity. Potency, µM (top dose mostly 107 µM), for the others: at the top dose activity, negative = inhibition, actives largely listed as inhibitors. AID 588579. Q9UBT6. purified Pol kappa, fluorescent DNA synthesis assay, 10 min. hit rate 0.53% among 400,000; note: potency is the fitted concentration of half-maximal effect; % is set by controls: 0 for no effect and ±100 for the full control effect
Target sequence (Q9UBT6 whole entry, looked up): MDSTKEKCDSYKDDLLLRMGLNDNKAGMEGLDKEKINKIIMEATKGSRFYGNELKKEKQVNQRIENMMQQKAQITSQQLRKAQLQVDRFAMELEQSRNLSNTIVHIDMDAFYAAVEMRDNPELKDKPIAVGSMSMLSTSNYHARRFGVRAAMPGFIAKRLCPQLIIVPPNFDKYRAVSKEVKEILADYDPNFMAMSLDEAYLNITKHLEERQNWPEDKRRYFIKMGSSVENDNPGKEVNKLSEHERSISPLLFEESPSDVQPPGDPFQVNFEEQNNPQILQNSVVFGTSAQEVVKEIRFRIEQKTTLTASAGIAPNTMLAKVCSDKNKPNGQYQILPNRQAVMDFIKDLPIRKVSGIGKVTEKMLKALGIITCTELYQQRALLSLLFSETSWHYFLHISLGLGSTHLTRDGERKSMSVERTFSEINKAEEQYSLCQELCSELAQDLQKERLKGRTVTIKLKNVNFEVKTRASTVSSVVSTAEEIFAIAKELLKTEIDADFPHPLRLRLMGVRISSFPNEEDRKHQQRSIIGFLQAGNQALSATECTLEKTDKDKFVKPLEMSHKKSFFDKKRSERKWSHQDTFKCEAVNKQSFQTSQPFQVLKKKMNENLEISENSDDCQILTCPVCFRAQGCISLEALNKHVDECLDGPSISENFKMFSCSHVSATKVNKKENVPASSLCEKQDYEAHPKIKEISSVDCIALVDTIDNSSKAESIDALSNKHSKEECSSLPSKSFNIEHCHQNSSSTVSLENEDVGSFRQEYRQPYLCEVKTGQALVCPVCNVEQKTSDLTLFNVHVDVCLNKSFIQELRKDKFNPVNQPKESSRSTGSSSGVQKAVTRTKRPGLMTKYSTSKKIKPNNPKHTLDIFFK
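Pol kappa 10 nM + cpd, 15 min RT; start w/ substrate 50 nM final; fluorescence kinetic read, 0 and 10 min. Neg ctrl: buffer, no enzyme.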
Pol iota inh: blocks human DNA polymerase iota activity. Q9UNA4. Pol iota fluorescent replication assay, 10 min. Potency, µM (highest dose often 115 µM), inactives show at the top dose activity, negative = inhibition, usual class: inhibitors. hit rate 1% among 390,000. AID 588590; note: potency is the fitted concentration of half-maximal effect
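Fluorescent replication assay read twice, at 0 min and 10 min after adding 50 nM (final) substrate. Enzyme (10 nM) and compounds were first incubated 15 min at room temperature; enzyme-free buffer wells were negative controls.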
APEX1 inh: APE1 (human) endonuclease inhibition; recombinant APE1, TAMRA/BHQ-2 abasic DNA cleavage fluorescence; Potency, µM (series often up to 65.8 µM), for the others: at the top dose activity change, negative = inhibition, actives largely listed as inhibitors; AID 2517; hit rate 0.35% among 350,000;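 note: potency is the fitted concentration of half-maximal effect; plate controls were vehicle for no effect and reference inhibitor for full effect; nearly all actives have a fitted effect of over 55% in size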
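APE1 at 0.75 nM preincubated 15 min at room temperature with compound. Reaction then started with 50 nM double-stranded THF-abasic substrate labelled with TAMRA/BHQ-2, and 525/598 nm fluorescence read kinetically. Activity taken as third-minus-first read difference, normalized to DMSO and NSC13755 controls.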
Active calls of the source: *; ? = inconclusive; nt = not tested or not shown; [ ] = dose if it differs, or a comment. Unless noted, calls come from the whole dose curve; as a rule, active = well fitted curve in the direction sought with a large enough effect; inconclusive = small, poorly fitted or top-dose-only effect, or another doubt; inactive = no such curve, though single readings can be large; an effect the other way counts as inactive or inconclusive. These rows are one share of the data (hit frequency here may not be typical).

SMILES | Apoferritin bind | BLM inh | TRHR ag | Pol beta inh | 12-LOX inh | ERG-DNA inh | POLK inh | Pol iota inh | APEX1 inh
COc1ccc(NC(=O)C2CCCN(S(=O)(=O)c3cccnc3)C2)c(OC)c1 (stereo not given) | -3% | -1% | 0.1 | 27% | 313%[activator] | -1% | -19% | 49%[activator] | 0%
CCC(c1nnnn1C(C)(C)CC)N(CCCN1CCOCC1)Cc1cc2cccc(C)c2[nH]c1=O (stereo not given) | 25% | 1% | -0.8 | 0% | 12% | -2% | -2% | 19% | 1%
CS(=O)(=O)N(CC(=O)N1CCN(c2ccccc2)CC1)Cc1ccc(Cl)cc1 | -14% | -6% | 2.7 | 0% | -20% | -12% | -6% | 16% | 16%
CCOC(=O)C1(Cc2ccccc2Cl)CCN(C(=O)CN2CCOC2=O)CC1 | -4% | -3% | -0.6 | 45% | 4% | 9% | -8% | 19% | 13%
Cc1ccc(CN(Cc2ccco2)c2cnc(S(C)(=O)=O)nc2C(=O)Nc2ccccc2Br)o1 | ? | -12% | -2.6 | 3% | 0% | -1% | -20% | 11% | nt
CC1CN(S(=O)(=O)c2ccc(C(=O)N(C)C3CCCCC3)cc2)CC(C)O1 (stereo not given) | nt | nt | nt | nt | 14% | -6% | -2% | 71%[activator] | -10%
CCOC(=O)c1sc(NC(=O)CSc2nnc(Cc3ccccc3)o2)c(C#N)c1C | -4% | -7% | -0.2 | ? | nt | -2% | -24% | ? | -3%
CCc1nnc(NC(=O)CN2C(=O)N(C)C3(CCCCC3)C2=O)s1 | nt | nt | 0.8 | nt | 324%[activator] | 5%[15.4 µM] | 0% | 17% | 0%
Nc1nnc(SCCCC(=O)c2ccc(F)cc2)s1 | -13% | -15% | 0.2 | 7% | 0% | -1% | -14% | 20% | 29%
Cc1cc(C)cc(N=C2NC(=O)CS2)c1 | 13% | 0% | -0.3 | 18% | 13% | 9% | -7% | 125%[activator] | 64%[activator]
CCC(=Cc1ccccc1O)c1ccncc1 | nt | nt | nt | nt | 5% | -8% | -11% | 8% | nt
CNC(=O)c1c(NC(=O)c2cccc(C)c2)sc2c1CCC2 | 3% | -6% | -0.4 | 5% | ? | 3% | -15% | 99%[activator] | -13%
Cc1ccc(CNS(=O)(=O)c2ccc3c(c2)n(C)c(=O)n3C)cc1 | 5% | -3% | 1.0 | 38% | 0% | 6% | 0% | 7% | -13%
CCSc1cnc(-c2ccccc2)n1CC | ? | 1% | 0.4 | 19% | ? | nt | -5% | 4% | 0%
Cn1cc(C(=O)NCCO)c(=O)c2ccccc21 | 0% | 1% | 0.4 | 3% | 0% | -3% | 13% | 36% | -5%
Cc1ccc2nc(-c3ccccc3)c(CC(=O)O)c(C(=O)O)c2c1 | -6% | -3% | 0.8 | 20% | ? | 2% | 4% | 17% | -1%
Cc1ccc(CNC(=O)CC(C)S(=O)(=O)c2ccc3c(c2)NC(=O)CS3)o1 (stereo not given) | -8% | -3% | 3.7 | 1% | 34%[activator] | 9% | -12% | ? | 13%
Cc1cc(C(=O)NCCCN2CCCC2=O)cs1 | -1% | 1% | 0.4 | 0% | 2% | 4% | -12% | -12%[58.9 µM] | -4%
Cc1ccc(C)c(NC(=S)N(Cc2cccc(Br)c2)CC2CCC(C(=O)O)CC2)c1 (stereo not given) | -7% | -1% | -0.2 | ? | -27% | 24% | -7% | -3% | 3%
COc1ccc(OC)c(C2C(C(=O)c3ccco3)=C(O)C(=O)N2Cc2cccnc2)c1 (stereo not given) | -19% | 0% | 0.5 | 21% | -13% | -11% | 6% | 5% | -3%
O=S(=O)(c1cccc(-c2cn3cccnc3n2)c1)N1CCOCC1 | 54%[activator] | -1% | 0.1 | 10% | -3% | 4% | -1% | -9%[58.9 µM] | -5%
O=[N+]([O-])c1ccc(NCCCN2CCOCC2)c(Cl)c1 | -17% | 1% | -0.7 | 29% | 5% | -2% | -13% | 1%[58.9 µM] | 1%
COc1cc(C(=O)NCCCCCCNC(=O)c2cc(OC)c(OC)c(OC)c2)cc(OC)c1OC | -12% | -6% | 0.9 | -14% | 15% | -2% | 0% | -7% | 11%
CCc1ccccc1NS(=O)(=O)c1ccc2[nH]cc(C(=O)N(CC)Cc3ccccc3)c(=O)c2c1 | ? | -3% | 0.6 | ? | ? | 2% | -11%[60.1 µM] | -28% | nt
C[C@H](CO)N1C[C@H](C)[C@@H](CN(C)S(C)(=O)=O)Oc2ccc(N(C)C)cc2C1=O | nt | nt | nt | nt | -16% | -2% | -1% | -13% | -3%

Looked up by structure from above, 2 records:
SMILES | Apoferritin bind | BLM inh | TRHR ag | Pol beta inh | 12-LOX inh | ERG-DNA inh | POLK inh | Pol iota inh | APEX1 inh
CCc1ccccc1NS(=O)(=O)c1ccc2[nH]cc(C(=O)N(CC)Cc3ccccc3)c(=O)c2c1 | ? | -3% | 0.6 | ? | ? | 2% | -11%[60.1 µM] | -28% | nt
COc1ccc(NC(=O)C2CCCN(S(=O)(=O)c3cccnc3)C2)c(OC)c1 (stereo not given) | -3% | -1% | 0.1 | 27% | 313%[activator] | -1% | -19% | 49%[activator] | 0%

Next part:
SMILES | Apoferritin bind | BLM inh | TRHR ag | Pol beta inh | 12-LOX inh | ERG-DNA inh | POLK inh | Pol iota inh | APEX1 inh
CN(C(=O)COC(=O)c1ccc(C#N)cc1)c1ccccc1 | 8% | -3% | -0.4 | 6% | -19% | -5% | 10% | 48%[activator] | 66%[activator]
O=c1c(=O)n(-c2ccccc2)ccn1Cc1cccc(C(F)(F)F)c1 | -7% | 0% | 0.4 | 2% | -24% | -11% | 5% | 1% | nt
O=C(Nc1ccc2c(c1)OCO2)C1CCN(Cc2cnn(-c3ccccc3)c2-n2cccc2)CC1 | -12% | -3% | -0.7 | 6% | 2% | 10% | 3% | -7% | 4%
CN(CC(=O)NC1CCCc2ccccc21)S(=O)(=O)c1cccs1 (stereo not given) | -5% | 0% | -0.3 | 10% | -7% | 0% | -25% | 6% | 4%
O=C(O)c1cc(NC(=O)c2ccc(Cl)c([N+](=O)[O-])c2)cc(C(=O)O)c1 | -2% | -3% | 0.1 | -1% | -11% | -2% | -8% | 12% | 9%
CCOc1ccc(C(=O)NCCc2sc(-c3ccc(C)cc3)nc2C)cc1 | -1% | -2% | -0.2 | 1% | -17% | -1% | -13%[60.1 µM] | 15% | nt
Oc1ccc2ccccc2c1C=Nc1ccccc1 | 1% | -7% | -0.9 | -1% | 14% | -1% | -10% | ? | 47%[activator]
Cc1ccc(S(=O)(=O)N2[C@@H](c3cccc(Cl)c3)C(C(=O)O)=CC[C@H]2c2ccc3c(c2)OCO3)cc1 | nt | nt | -0.3 | nt | ? | -27% | -8% | 2% | 30%
CCCCNC(=O)CN1C(=O)c2cccnc2Sc2ccccc21 | ? | -3% | -0.3 | 4% | -4% | -1% | 3% | -13% | nt
CNC(=O)COc1ccc(NC(=O)c2ccc(-c3nn(C)c(=O)c4ccccc34)cc2)cc1 | -5% | -5% | 0.3 | 10% | -10% | 4% | 7% | 42%[activator] | nt
CCN(Cc1ccccc1)S(=O)(=O)c1ccc(C(=O)Nc2nnc(C3CC3)o2)cc1 | -10% | -11% | -0.2 | 10% | -4%[57.4 µM] | -3% | -19% | 0% | 10%
Cc1cccc(N(CC(=O)NC2CCCCC2)C(=O)c2ccc(C)s2)c1 | ? | -1% | -1.8 | 28% | 5% | nt | -4% | 13% | -1%
O=C(CN1CCCCC1)Nc1ccc(NC(=O)c2ccccc2Cl)cc1Cl | 1% | -13% | 0.8 | 23% | -20% | 0% | -11% | -6% | -5%
O=C(Cn1nc(-c2ccc(Cl)cc2)ccc1=O)NCC1CCCO1 (stereo not given) | ? | 3% | 0.6 | 1% | 1% | -1% | 0% | 2% | 11%
Cn1c(-c2cccc(Br)c2)n[nH]c1=O | -6% | -12% | -0.1 | 1% | -21% | 17% | 7% | 33%[activator] | 1%
Cc1ccc(-n2c(SCC(=O)N3CCCC3)nc3c(c2=O)SCC3)cc1 | -5% | -2% | -0.6 | -11% | nt | nt | nt | nt | -6%
Cc1ccc(NC(=O)CC2Nc3cc(C)c(C)cc3NC2=O)c(C)c1 (stereo not given) | 0% | -4% | 0.0 | 30% | 1% | -2% | -5% | 9% | nt
CN1CCN(/C=C(\C#N)S(=O)(=O)c2ccc(Cl)cc2)CC1 | -7% | -5% | 0.6 | 1% | 0% | 7% | -2% | 128%[activator] | 0%
Cc1ccc(OC(=O)c2cccc(C(=O)Oc3ccc(C)cc3)n2)cc1 | -9% | -3% | 0.6 | 18% | -9% | -5% | -13% | ? | -3%
NC(=O)CC(NC(=O)Cc1ccc(Cl)cc1)c1ccc(NCCN2CCOCC2)c([N+](=O)[O-])c1 (stereo not given) | -12% | -1% | 1.3 | -2% | ? | -18% | 15% | 2% | 28%
CC(Sc1nc(-c2ccccc2)nc2c1COC(C)(C)C2)C(=O)N1CCOCC1 (stereo not given) | -5% | -2% | -1.0 | 7% | -6% | 3% | -15% | 15% | -5%
COc1cc2[nH]c(=O)n(CCCCCC(=O)NCCCN3CCCC3=O)c(=O)c2cc1OC | 2% | -3% | 0.1 | 15% | 0% | -8% | -2% | -9% | 15%
COc1cccc(-c2noc(C(C)n3nc(C)c([N+](=O)[O-])c3C)n2)c1 (stereo not given) | ? | -7% | 0.0 | 7% | 5% | -9% | -11% | -3% | -5%
O=C(COc1ccccc1)N1CCN(S(=O)(=O)c2cccs2)CC1 | 1% | -2% | -0.1 | 2% | -11% | 1% | -11% | ? | -1%
CN(C)S(=O)(=O)c1cccc(COC(=O)CN2C(=O)NC3(CCCC3)C2=O)c1 | -24% | 1% | 0.7 | 10% | -19% | 4% | -2% | 11% | 11%
CCOC(=O)Nc1ccc2c(c1)C(=NO)c1ccccc1-2 | nt | nt | nt | nt | ? | -7% | -18% | 5% | nt

Taken from above:
CCN(Cc1ccccc1)S(=O)(=O)c1ccc(C(=O)Nc2nnc(C3CC3)o2)cc1 – Apoferritin bind = -10%
O=[N+]([O-])c1ccc(NCCCN2CCOCC2)c(Cl)c1 – Pol iota inh = 1%[58.9 µM]
